Source: PubChem
hIAP act = increases human intestinal alkaline phosphatase activity | purified human IAP, CDP-Star luminescence, 30 min; active compounds read high; 1 = vehicle-only enzyme, 0 = enzyme-free background | activation factor at 10 µM | hit rate 0.16% among 330,000 | AID 2524;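 active = activation factor of the enzyme at least 2-fold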; also: the source names both 10 and 20 µM as test concentration; values of inactives mirror those of a sister screen read the other way
Target sequence (P09923 whole entry, looked up): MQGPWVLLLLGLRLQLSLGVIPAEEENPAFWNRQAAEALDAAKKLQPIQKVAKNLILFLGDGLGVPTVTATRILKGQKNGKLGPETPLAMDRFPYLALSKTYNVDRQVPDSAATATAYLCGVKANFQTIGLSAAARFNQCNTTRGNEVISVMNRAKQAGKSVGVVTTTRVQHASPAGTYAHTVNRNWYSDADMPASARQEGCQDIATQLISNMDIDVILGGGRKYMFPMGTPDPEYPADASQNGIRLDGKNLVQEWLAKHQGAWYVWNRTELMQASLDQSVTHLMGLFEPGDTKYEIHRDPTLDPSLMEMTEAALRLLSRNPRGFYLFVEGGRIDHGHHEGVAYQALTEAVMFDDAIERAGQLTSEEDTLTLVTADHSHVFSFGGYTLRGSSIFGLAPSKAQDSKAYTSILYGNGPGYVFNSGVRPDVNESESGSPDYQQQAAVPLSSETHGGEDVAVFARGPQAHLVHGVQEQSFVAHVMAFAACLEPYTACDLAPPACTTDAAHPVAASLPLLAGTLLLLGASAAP
ATG4B inhibitor = inhibitors of human ATG4B cysteine protease; ATG4B cleavage of LC3-PLA2, NBD-HPC fluorescence, 1 h; inhibition, % at 8.33 µM; hit rate 0.51% among 340,000; in the data active = inhibition above about 40%
A3G deaminase = blocks human APOBEC3G single-stranded DNA deamination; hit rate 0.28% among 330,000; AID 493012; Q9HC16; recombinant A3G, ssDNA deamination FAM/TAMRA fluorescence; inhibition, % at 20 µM;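 active = inhibition of at least 40% at 20 µM, with no more than 30% in the related APOBEC3A deaminase screen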;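 also: plate controls were DMSO wells with A3G for no effect and wells lacking A3G enzyme for full effect; some compounds called inactive have numbers as strong as hits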
Target sequence (Q9HC16 whole entry, looked up): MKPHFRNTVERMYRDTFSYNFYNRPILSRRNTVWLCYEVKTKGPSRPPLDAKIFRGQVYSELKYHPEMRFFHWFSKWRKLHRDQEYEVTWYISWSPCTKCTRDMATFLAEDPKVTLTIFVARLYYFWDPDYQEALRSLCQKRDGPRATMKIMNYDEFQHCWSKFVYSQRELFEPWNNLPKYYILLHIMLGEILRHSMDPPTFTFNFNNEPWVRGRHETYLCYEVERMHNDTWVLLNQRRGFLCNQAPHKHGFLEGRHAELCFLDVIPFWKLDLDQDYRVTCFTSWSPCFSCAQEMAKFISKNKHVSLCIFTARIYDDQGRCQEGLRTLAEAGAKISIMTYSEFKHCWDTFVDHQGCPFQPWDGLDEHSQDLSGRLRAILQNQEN
APOBEC3A inh = blocks human APOBEC3A ssDNA deamination. inhibition, % at 20 µM. recombinant A3A, FAM/TAMRA ssDNA deamination fluorescence. hit rate 0.41% among 330,000;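 active = at least 40% inhibition at 20 µM here, with at most 30% in a related deaminase screen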;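 also: plate controls were A3A with DMSO for no effect and wells lacking A3A enzyme for full effect; some results filed as inactive read as strong as hits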
mIAP inh = blocks mouse intestinal alkaline phosphatase. purified mouse IAP, CDP-Star luminescence, 30 min. inhibition, % at 10 µM. hit rate 0.2% among 330,000;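 active = inhibition of at least 40% at 10 µM in the primary screen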;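 also: plate controls were DMSO with enzyme for no effect and no enzyme wells for full effect; values of inactives mirror those of a sister screen read the other way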
beta cell repl = induces beta-cell replication in MIN6 cells; hit rate 0.29% among 330,000; AID 2380; proliferation, % at 10 µM; MIN6 cells proliferation, ATPlite luminescence, 48 h; cells starved in 0.2% serum; 100% = growth in 10% serum;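 active = compounds whose signal lies at least 3.5 SD above the mean of all wells on their plate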;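 also: 0% = DMSO-treated cells in low-serum medium and 100% = 10% serum control; some compounds called inactive have numbers as strong as hits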
mIAP act = mouse IAP activation; hit rate 0.24% among 330,000; muIAP, CDP-Star luminescence, 30 min; active compounds read high; 1 = vehicle-only enzyme signal, 0 = enzyme-free wells; activation factor at 10 µM; AID 2805;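 active = activation factor of at least 2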; also: the source names both 10 and 20 µM as test concentration; values of inactives mirror those of a sister screen read the other way
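also added = chemiluminescent substrate CDP-Star | test system = mouse IAP enzyme | signal = chemiluminescence readout | compound = DMSO-dissolved test compounds | incubation = 30 min at room temperature | benchmarks = DMSO wells, no-enzyme wells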
hIAP block = blocks human intestinal alkaline phosphatase; hit rate 0.12% among 330,000; P09923; inhibition, % at 10 µM; purified IAP, CDP-Star luminescence, 30 min;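 active = inhibition reaching a set limit with compound at 10 µM in the primary screen, cut at about 35% in these data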;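 also: plate controls were DMSO wells with enzyme for no effect and no-enzyme buffer wells for full effect; values of inactives mirror those of a sister screen read the other way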
MPTP inh = blocks calcium-induced mitochondrial swelling; isolated mouse mitochondria, Ca2+ swelling absorbance, 30 min; inhibition, % at 10 µM; hit rate 1.4% among 360,000;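 active = inhibition of 50% or more, scaled per plate between neutral and stimulator controls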;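 also: 0% = DMSO wells given calcium and 100% = 1 mM EGTA wells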
* = called active by the depositor; . = no result given.

Start of the data: the first 4 entries, ahead of the listing:
SMILES	hIAP act	ATG4B inhibitor	A3G deaminase	APOBEC3A inh	mIAP inh	beta cell repl	mIAP act	hIAP block	MPTP inh
CCn1c(=O)cc(SCC(=O)Nc2cccnc2)c2ccccc21	1	-13	-7	4	10	-4	0.9	0	-1.1
CCN(c1cc(C)cc(C)c1)S(=O)(=O)c1nnc(NC(=O)C(C)(C)C)s1	1	-3	-7	2	2	-2	0.98	-1	2.5
COc1ccccc1Nc1nc(-c2ccc([N+](=O)[O-])cc2)nc2ccccc12	0.9	-8	-3	-2	6	1	0.94	10	3.4
Cc1nn(-c2ccccc2)c2c1C(=O)NC(=O)C(C)(C)C2	1.1	4	-8	-1	11	-2	0.89	-5	-3.4

This part in full, repeating the preview:
SMILES	hIAP act	ATG4B inhibitor	A3G deaminase	APOBEC3A inh	mIAP inh	beta cell repl	mIAP act	hIAP block	MPTP inh
CCn1c(=O)cc(SCC(=O)Nc2cccnc2)c2ccccc21	1	-13	-7	4	10	-4	0.9	0	-1.1
CCN(c1cc(C)cc(C)c1)S(=O)(=O)c1nnc(NC(=O)C(C)(C)C)s1	1	-3	-7	2	2	-2	0.98	-1	2.5
COc1ccccc1Nc1nc(-c2ccc([N+](=O)[O-])cc2)nc2ccccc12	0.9	-8	-3	-2	6	1	0.94	10	3.4
Cc1nn(-c2ccccc2)c2c1C(=O)NC(=O)C(C)(C)C2	1.1	4	-8	-1	11	-2	0.89	-5	-3.4
O=C(COC(=O)CCN1C(=O)C2CC=CCC2C1=O)Nc1ccc([N+](=O)[O-])cc1 (stereo not given)	0.94	1	-6	-4	-9	2	1.1	6	-0.7
CCn1c(SCC(=O)OC)nnc1-c1ccncc1	1.1	-8	-5	-6	-7	0	1.1	-11	-0.5
FC(F)(F)c1cc(-c2ccccc2)nc(NCC2CCCO2)n1 (stereo not given)	1.1	15	5	4	2	2	0.98	-5	-0.3
CC(=O)Nc1ccc(NC(=O)c2c(-c3ccccc3Cl)noc2C)cc1	1	1	-7	-1	2	0	0.98	-2	1.2
O/N=C/c1cc(Br)cs1	0.78	-5	-3	1	-3	-1	1	22	-1.1
COc1ccc(S(=O)(=O)N(C)C)cc1NC(=O)CCNC(=O)c1ccccc1OC	1.1	-12	4	1	-1	-3	1	-6	0.0
COc1ccc(CC(=O)Nc2cccc(-c3nnc(-c4ccco4)o3)c2)cc1	1.1	3	-7	-5	9	-2	0.91	-6	0.1
COc1ccc(OCC(=O)c2c[nH]c3ccccc23)cc1	0.93	-5	-6	-4	-6	-2	1.1	7	3.2
COC(=O)c1ccccc1NC(=O)NC1CCCC1	0.89	-10	-4	-1	-1	-2	1	11	1.5
Cc1[nH]c2ccc(C(=O)NCCCN3CCCCC3)cc2c1C	1.1	7	-10	-9	-8	1	1.1	-8	1.9
CCOc1ccc(OCC(=O)OCc2cc(=O)n3cc(Br)ccc3n2)cc1	0.89	-3	-5	3	1	-1	0.99	11	0.4
COc1ccc(C(=O)C2=NN(C(C)=O)CC2c2ccco2)cc1 (stereo not given)	0.94	1	-3	2	1	-2	0.99	6	-0.7
CC1CCc2c(C(=O)Nc3ccc(OC(F)(F)F)cc3)csc2C1 (stereo not given)	1	-2	-5	0	-42	-6	1.4	-4	95*
NC(=O)/C(=N\OC(=O)c1ccco1)c1nc(-c2ccc(Br)cc2)cs1	1.3	5	1	3	-15	-3	1.2	-27	-1.6
Cc1ccc(NC(=O)c2ccccc2OCc2ccc([N+](=O)[O-])cc2)nc1	0.92	3	-8	0	-2	1	1	8	-2.6
COc1cc(OC)cc(-c2c(-c3cccs3)c3cc(-c4ccc(OC)nc4)ccc3n2C)c1	1	1	-7	-4	24	-6	0.76	-4	-0.4
CCc1c(C)nc(SC/C=C/c2ccccc2)[nH]c1=O	0.89	-7	-3	-3	7	-1	0.93	11	2.1
CCC(=O)N(C1=C(NC)C(=O)c2ccccc2C1=O)C(C)C	1.2	-8	8	2	-4	-3	1	-24	1.6
CC(=O)N1CCc2ccc(S(=O)(=O)Nc3ccccc3Cl)cc21	1.1	5	-8	6	-2	-3	1	-7	0.0
COC(=O)C1=C(C)N(Cc2cccnc2)C(=O)/C1=C\c1cccs1	0.81	.	2	2	4	3	0.96	19	.
CCCOc1ccc(N2C(=O)CC(N3CCC(c4nc5ccccc5o4)CC3)C2=O)cc1 (stereo not given)	0.98	.	-3	2	0	3	1	2	.
Cn1cc(Cl)c(C(=O)NC2CCCCCC2)n1	1	1	10	4	-16	-3	1.2	-1	-0.6
COc1cccc2sc3cc(C#Cc4ccccn4)ccc3c(=O)c12	0.9	-15	-8	2	16	-6	0.84	10	0.4
Cc1cc(C)c2nc(SCCC#N)nc(C)c2c1	0.9	-13	-3	-5	-1	0	1	10	0.0
Cc1cc(NC(=O)CCC(=O)N(Cc2ccco2)C2(C(=O)NC3CCCC3)CCC(C)CC2)no1 (stereo not given)	1.1	3	3	0	-3	0	1	-15	1.2
Cc1ccccc1C(=O)N1CCC(C(=O)N(CC(C)C)c2c(N)n(CC(C)C)c(=O)[nH]c2=O)CC1	1.2	2	1	0	1	-5	0.99	-17	-1.6
COc1ccc(N2CCN(c3nc(Cl)nc(Nc4ccc(F)cc4)n3)CC2)cc1	1.1	-2	-6	-3	-6	-3	1.1	-9	4.8
CCC(C)NC(=O)c1ccc(C(=O)c2ccccc2)cc1 (stereo not given)	0.96	-5	-6	-3	5	-1	0.95	4	1.7
CCn1c(COc2ccccc2)nc2ccccc21	1	1	-10	-9	7	-1	0.93	-2	-1.7
CCc1nn2c(=O)c(S(=O)(=O)Nc3cccc(F)c3)c(C)nc2s1	0.88	-5	-12	0	7	6	0.93	12	-0.5
O=C1CCC[C@@H]2CC(N3CCCCC3)C[C@@H]3CCN1[C@H]23 (stereo not given in full)	.	-5	0	1	3	.	0.97	.	-0.2
C[C@@]12C(=O)N(Cc3ccc(-c4ccccc4)cc3)CC(=O)N1[C@H](/C=C/c1ccccc1)[C@@H]1C(=O)N(c3ccccc3)C(=O)[C@@H]12	1.1	-12	11	-1	-7	-4	1.1	-6	-0.4
COc1ccccc1N1CCN(C(c2ccccn2)c2nnnn2C2CCCCC2)CC1 (stereo not given)	0.87	-7	-4	-3	-8	-1	1.1	13	-4.3
C=CCNC(=O)C1CCN(S(=O)(=O)c2ccc(Br)cc2)CC1	0.99	-9	-4	-1	-3	-1	1	1	-1.1
O=C1CC2(CCN(S(=O)(=O)c3ccccc3F)CC2)Oc2ccccc21	0.86	0	-7	-2	9	-4	0.91	14	-0.7
Cc1ccc(C(=O)OCC(=O)Nc2ncc(Cl)cc2Cl)cc1NC(=O)c1ccco1	0.94	4	1	9	0	0	1	6	0.5
CCN(CC)S(=O)(=O)c1cccc(NC(=O)CNc2cccc(S(=O)(=O)N3CCCC3)c2)c1	1.2	0	-10	1	-15	-7	1.2	-21	90*
Cc1ccc2cc(C(c3nnnn3C3CCCC3)N3CCN(c4ccccc4)CC3)c(=O)[nH]c2c1 (stereo not given)	1.1	-4	-4	1	-3	2	1	-6	1.2
Cc1nc2c(-c3ccc(F)cc3)c(C)nn2c(C)c1CCC(=O)NCc1ccco1	1	-1	-6	-3	-18	-4	1.2	0	0.0
O=S(=O)(Nc1ccon1)c1ccc(Br)cc1	1	1	-7	-3	6	-2	0.94	-2	0.3
COc1ccc(/C=C(/C#N)c2cccnc2)cc1OC	1.1	2	-3	-5	2	2	0.98	-13	-2.8
COc1cccc(C#Cc2c(CO)[nH]c3ccccc23)c1	0.97	-11	-9	-1	6	-6	0.94	3	-0.8
C/C(=N\O)c1ccco1	1.1	3	-3	-1	-6	-2	1.1	-8	-1.0
O=C(NCC1CCCCC1)c1ccc(F)c(S(=O)(=O)N2CCOCC2)c1	0.91	1	-6	0	-3	-1	1	9	-0.5
COc1ccc(NS(=O)(=O)c2cccc(C(=O)N(C)Cc3cccs3)c2)cc1	1	1	14	1	-10	2	1.1	-4	-0.5
Cc1ccccc1OCC(=O)Nc1nnc(C2CCCCC2)s1	0.97	2	-1	2	7	-3	0.93	3	3.4
COc1ccc(OC)c(/C=C/C(=O)OCC(=O)NCc2ccccc2)c1	0.98	-1	3	2	-2	-2	1	2	0.1
O=c1[nH][nH]c(-c2ccccc2O)c1C(C[N+](=O)[O-])c1ccc(Br)cc1 (stereo not given)	0.81	13	-1	0	3	0	0.97	19	22
C=CCNC(=S)Nc1cccc(NC(=S)NCC=C)c1	1	-2	-9	-9	-1	-2	1	-2	4.3
COc1ccc(-n2cnnc2SCC(=O)Nc2ccc(C(N)=O)cc2)cc1	0.92	-1	-1	1	0	1	1	8	-0.1
COc1ccc(CC(=O)Nc2c3c(nn2-c2cccc(C)c2C)CS(=O)(=O)C3)cc1	0.91	13	-2	2	5	-2	0.95	9	-0.4
O=C1CC[C@@H](C(=O)N2CSC[C@H]2C(=O)O)N1	0.97	2	-7	-2	-1	-2	1	3	-0.6
Cc1csc(NC(C)c2nc3cc(Cl)c(N4CCCCC4)cc3n2CCOCCO)n1 (stereo not given)	1.2	-10	-2	0	13	-6	0.87	-22	1.3
COC(=O)c1ccc(COc2cccc3c2CCN(Cc2cccc(C)c2)C3=O)o1	0.85	-7	-2	0	4	0	0.96	15	6.9
Cc1ccc(/C=N\NC(=O)c2cc([N+](=O)[O-])cc([N+](=O)[O-])c2)o1	0.99	7	-4	1	5	0	0.95	1	-1.4
COc1ccccc1N1CCN(C(=O)c2cccc3c(=O)c(C)c(-c4ccccc4)oc23)CC1	0.91	-11	-3	1	3	-1	0.97	9	1.4
More results
SMILES	hIAP act	ATG4B inhibitor	A3G deaminase	APOBEC3A inh	mIAP inh	beta cell repl	mIAP act	hIAP block	MPTP inh
CCOc1cccc(C(=O)Nc2ccc3ccccc3c2)c1	1.3	-7	3	3	-11	-4	1.1	-27	-0.7
CCN(CC)c1ccc2c(Cl)c(Br)c(=O)oc2c1	0.89	0	-7	-2	4	-5	0.96	11	2.6
CC(=O)Nc1cccc(-n2c(=O)n(Cc3ccccc3)c(=O)c3[nH]cnc32)c1	1.1	0	-3	0	2	-1	0.98	-14	0.2
CC1(C)CC(=O)N(c2ccc(Cl)cc2Cl)C(=O)C1	1.1	3	-8	-1	1	-1	0.99	-12	-0.9
COc1ccc(NC(=O)c2ccc(NC(=O)CN(C)CC(=O)Nc3c(C)cccc3C)cc2)cc1	1.2	8	-6	6	-9	-1	1.1	-24	2.1
Cc1ncn(-c2ccccc2)c1-c1ccccc1	1.2	-1	13	1	-14	-5	1.1	-18	0.2
CCc1ccc(C(=O)N2CCCC2)s1	1.1	-4	-3	-3	8	-4	0.92	-12	-2.3
CC1=CC(=O)N(c2cccc(C(F)(F)F)c2)C1c1ccc(Cl)cc1 (stereo not given)	0.82	9	-4	3	4	-3	0.96	18	-3.9
CCN(CC)c1ccc(NC(=S)NC(=O)C2CCC2)cc1	1	2	-8	-5	7	-7	0.93	-2	2.1
Cc1ccccc1C(=O)c1cccn1CC(=O)NC1CCCC(C)C1C (stereo not given)	1.3	17	3	6	2	-5	0.98	-33	0.1
NS(=O)(=O)c1ccc(NC(=O)COC(=O)C2CCCCC2)cc1	1.1	-1	-3	7	12	-3	0.88	-11	-3.1
Brc1ccc(Sc2cnc3ccccc3n2)cc1	0.94	2	-4	-1	9	-3	0.91	6	-0.4
CCOC(=O)Cc1csc(NC(=O)CSc2nnnn2-c2ccc(CC)cc2)n1	1	-6	1	-4	-3	-5	1	-2	-0.4
O=C(O)CCN1C(=O)/C(=C\c2cccc(Oc3ccccc3)c2)SC1=S	0.75	16	-1	0	14	-4	0.86	25	1.2
CC(O)c1nc2ccccc2n1C1CCCCC1 (stereo not given)	1.2	2	-6	-3	-8	1	1.1	-18	-1.3
